# Giardia kill = Giardia lamblia killing | Giardia lamblia trophozoite viability | activity change, % at 7.66 µM, hits read low | hit rate 0.15% among 340,000 | AID 540267; in the data active = activity change below about -80%; inconclusive = between about -30% and that limit;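 also: parasites exposed to compound for two days anaerobically before the ATP read; % is scaled to controls: 0 for no effect and ±100 for the full control effect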
#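 Luminescence from cellular ATP indicates surviving trophozoites (100 cells/well) following 48 hrs anaerobic compound treatment at 37 deg C; signal develops 15-30 min at room temperature.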
# BCR signal inh = blocks chronic active B-cell receptor signaling. AID 493014. ABC-DLBCL IkBa-CBG/CBR reporter, luminescence ratio, 4 h. Potency, µM (highest dose often 46.1 µM), for inactives: at the highest dose ratio change, negative = lower green/red ratio, most hits filed as inhibitors. hit rate 0.05% among 340,000; active = well fitted inhibition curve with a large enough effect in the signal ratio, with a control signal flat, not every such curve was filed as active; inconclusive = small, poorly fitted or top-dose-only effect, or effect the other way, or a change in a side signal; the % refers to the signal ratio;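 also: potency is read from the fitted curve at half-maximal effect; plate controls were basal doxycycline-induced cells for no effect and cells given 10 µM MG132 for full effect; MG132 reads +100%, hits lower the ratio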
#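 Cell line TMD8 (human ABC DLBCL), stably expressing tet-inducible CBG68-IkBa fusion and CBR; IMDM/0.5% FBS; cpd up to 46 uM; dox induction, 4 h, 37C/5% CO2; dual luminescence; green/red ratio; MG132 control.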
# A-T KAP1 phos = potential ataxia-telangiectasia treatments restoring KAP-1 phosphorylation | […] A-T fibroblasts, KAP-1 phosphorylation AlphaLISA; neocarzinostatin DNA damage 30 min before lysis | hit rate 0.19% among 320,000 | Potency, µM (doses to about 57.5 µM), for the others: top-dose activation, usual class: activators; also: potency is read from the fitted curve at half-maximal effect; % of control where 0% means no effect; nearly all actives have a fitted effect of over 45% in size
#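 ATM-like activity read as KAP-1 phosphorylation via AlphaLISA donor/acceptor antibody pairs after lysis and 6 hr at 25C. Cells were ATM-null patient fibroblasts ([…], hTERT), dosed 60 min, then exposed to the DSB inducer NCS for 30 min.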
# MLL CXXC-DNA inh = inhibitors of human MLL CXXC domain-DNA interaction. MLL-CXXC / FITC-HOXA9 DNA fluorescence polarization. Potency, µM (top dose mostly 115 µM), without a hit: at the top dose activity change, negative = inhibition, actives largely listed as inhibitors. hit rate 0.037% among 290,000. AID 2662; active = well fitted inhibition curve with a large enough effect in the polarisation, with a control signal flat, not every such curve was filed as active; inconclusive = small, poorly fitted or top-dose-only effect, or effect the other way, or a change in a side signal; inactive = no such curve, though single readings can be large or run the other way; the % refers to the polarisation; also: potency is read from the fitted curve at half-maximal effect
#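 Purified MLL-CXXC (added from a 7 uM solution) was preincubated 5 min at ambient with pinned compounds in 50 mM Tris-HCl pH 7.5, 50 mM NaCl, 1 mM DTT, 0.05% BSA. Fluorescein-labeled HOX-A9 DNA (50 nM solution) followed, 30 min, then polarization read.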
# TCR act = activators of T cell receptors; Potency, µM (series often up to 9.22 µM), for inactives: at the top dose activation of IL-2 secretion, actives largely listed as activators; 330,000 tested, under 10 active; primary human leukocytes, anti-CD3, IL-2 HTRF, 48 h; also: % of control where 0% means no effect
#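 Using a-CD3 beads without co-stimulation, primary human leukocytes were exposed to compounds for 48 hr. An HTRF IL-2 kit measured the cytokine, with europium-to-d2 energy transfer producing emission at 665nm upon 320nm excitation.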
# KCNH2 WT inh = blocks the wildtype human KCNH2 potassium channel | hit rate 0.37% among 340,000 | activity change, % at 1.84 µM | Q12809 | U2OS, BacMam KCNH2, thallium flux FluxOr; active compounds read low;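 active = maximum activity change below -70%; inconclusive = maximum activity change between -70% and -50%; inactive = maximum activity change above -50%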; also: % is scaled to controls: 0 for no effect and ±100 for the full control effect
#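 U2OS cells transduced with wild-type KCNH2 virus are loaded with FluxOr dye for 45 min, and thallium flux is measured in kinetic reads before and after stimulation buffer. Rate constants are normalized to DMSO controls.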
# Tb PFK inh = inhibitors of T. brucei phosphofructokinase. O15648. T. brucei PFK, ADP-Glo luminescence. Potency, µM (doses to about 57.5 µM), inactives show at the highest dose activity, negative = inhibition, hits mostly inhibitors. hit rate 0.17% among 330,000. AID 485367;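 also: potency is read from the fitted curve at half-maximal effect; 0% = uninhibited 1x PFK enzyme wells and -100% = no-enzyme wells; nearly all actives have a fitted effect of over 60% in size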
# Target sequence (O15648 whole entry, looked up): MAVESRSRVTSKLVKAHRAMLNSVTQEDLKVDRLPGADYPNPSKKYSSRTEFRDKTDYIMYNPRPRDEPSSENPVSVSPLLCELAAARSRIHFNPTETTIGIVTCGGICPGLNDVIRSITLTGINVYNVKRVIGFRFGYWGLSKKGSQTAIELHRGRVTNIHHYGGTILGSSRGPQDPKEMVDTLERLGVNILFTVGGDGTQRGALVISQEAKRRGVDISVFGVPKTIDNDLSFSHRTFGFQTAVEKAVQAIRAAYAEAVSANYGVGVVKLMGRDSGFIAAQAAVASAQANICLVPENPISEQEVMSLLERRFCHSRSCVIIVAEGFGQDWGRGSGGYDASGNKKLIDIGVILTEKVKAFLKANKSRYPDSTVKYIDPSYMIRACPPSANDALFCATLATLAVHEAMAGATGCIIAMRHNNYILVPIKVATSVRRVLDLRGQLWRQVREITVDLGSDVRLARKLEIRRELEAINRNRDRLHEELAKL
#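 PFK 1.25 nM, F6P 0.5 mM, ATP 0.1 mM, 0.1 M TEA pH 8.0, 5 mM MgCl2, 0.01% Tween20, 0.1% BSA; 45 min RT. ADP-Glo readout. qHTS titration up to 57 uM; curves fitted, compounds curve-classed.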
# FBPA coupling cs = coupling enzyme interference in Giardia aldolase counter-screen | coupling enzyme system counterscreen, AmpLite Red fluorescence | activity change, negative = inhibition, % at 58.2 µM, hits read low | hit rate 0.67% among 290,000 | AID 2472; in the data active = activity change below about -30%; also: % is scaled to controls: 0 for no effect and ±100 for the full control effect
#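 Fluorescence at 525 nm excitation and 598 nm emission measured inhibition of the coupled detection system without aldolase. Compounds (at 57.5 uM final) were preincubated 10 min at room temperature with coupling enzyme reagent before a 20 min substrate/AmpLite Red step.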
# GALK inhibitor = galactokinase (human) inhibition; P51570; Purified GALK, Kinase-Glo residual ATP luminescence; Potency, µM (top dose mostly 57.5 µM), without a hit: at the top dose activity change, negative = inhibition, most hits filed as inhibitors; hit rate 0.007% among 270,000; also: potency is read from the fitted curve at half-maximal effect; % is scaled to controls: 0 for no effect and ±100 for the full control effect
# Target sequence (P51570 whole entry, looked up): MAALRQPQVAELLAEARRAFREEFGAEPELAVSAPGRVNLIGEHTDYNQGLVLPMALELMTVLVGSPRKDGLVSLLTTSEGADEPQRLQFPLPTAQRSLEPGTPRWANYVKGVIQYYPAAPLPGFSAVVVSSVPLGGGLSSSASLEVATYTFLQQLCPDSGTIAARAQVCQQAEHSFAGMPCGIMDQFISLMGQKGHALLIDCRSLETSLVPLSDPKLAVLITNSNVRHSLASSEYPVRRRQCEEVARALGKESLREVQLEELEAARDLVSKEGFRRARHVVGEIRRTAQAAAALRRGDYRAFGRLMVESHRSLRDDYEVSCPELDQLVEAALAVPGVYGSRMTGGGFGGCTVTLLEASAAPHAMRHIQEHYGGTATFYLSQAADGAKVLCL
#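 GALK at 5 nM final was combined with compound, 35 uM ATP and 100 uM galactose in HEPES pH8.0 with MgCl2 and DTT. The reaction ran one hour at room temperature before luminescent ATP detection.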
# TSHR antagonist = blocks TSH signaling through the human TSH receptor; activity change, negative = inhibition, % at 11.5 µM; hit rate 0.2% among 330,000; TSHR-expressing cells, TSH-stimulated cAMP HTRF, 2 h; active compounds read low; P16473; AID 504810;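 active = activity change below a set negative limit, meaning inhibition stronger than a set level, cut at about -70% in these data; inconclusive = activity change between two set negative limits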; also: % is scaled to controls: 0 for no effect and ±100 for the full control effect
#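 Cell-based HTRF cAMP assay; TSHR cells + compound, TSH EC80 (4nM final), 2 h, 37 deg C. Lysis with anti-cAMP cryptate and cAMP-d2, 30 min RT, read 665/620 nm.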
# An asterisk follows results filed as active; ? = inconclusive; · = not tested or not shown; [ ] = another dose, or the depositor's remark. Unless noted, calls follow the shape of the dose curve; as a rule, active = well fitted curve in the direction sought with a large enough effect; inconclusive = small, poorly fitted or top-dose-only effect, or another doubt; inactive = no such curve, though single readings can be large; an effect the other way counts as inactive or inconclusive. Compounds as they come (roughly 1.6% active in at least one column).
SMILES,Giardia kill,BCR signal inh,A-T KAP1 phos,MLL CXXC-DNA inh,TCR act,KCNH2 WT inh,Tb PFK inh,FBPA coupling cs,GALK inhibitor,TSHR antagonist
CC(Oc1ccccc1)C(=O)N=C1SC2CS(=O)(=O)CC2N1CCc1ccccc1 (stereo not given),5,9%,18%,6%,0%,4,1%,·,11%,-3
COc1ccc(OC)c(NC(=O)CCn2cccc2)c1,13,8%,-8%,-1%,3%,24,4%,1,-1%,-8
O=C(CN1CCCC1c1ccc2c(c1)OCCO2)NC(=O)Nc1ccccc1 (stereo not given),8,2%,-4%,·,·,11,-2%,·,·,12
Cc1ccc(NC(=O)Nc2ccccc2)cc1[N+](=O)[O-],10,1%,-10%,18%,-2%[46.1 µM],-3,-8%,-5,·,4
CN(C)c1ccc(C2/C(=C(/O)c3ccc(Br)cc3)C(=O)C(=O)N2C)cc1 (stereo not given),-19,1%,-21%,-4%,-8%,-2,5%,-2,-3%,-32
CCOc1nc2ccccc2nc1C,-29,3%,2%,-3%,2%,-1,1%,-2,0%,2
COc1ccc([C@]23Cc4cc(C#N)ccc4C(O2)C2=C(CC4(CCCCC4)OC2=O)O3)cc1,·,24%[9.22 µM],13%[11.5 µM],10%[23 µM],·,·,3%[11.5 µM],0,·,·
CC(=O)N1CCC(N(CCN2CCOCC2)C(=S)Nc2cccc(C)c2C)CC1,-10,?,2%,-3%,5%,-3,0%,1,2%,-1
O=C(Nc1ccc2c(c1)CCC2)C1CCCO1 (stereo not given),6,-8%,·,6%,2%[46.1 µM],-6,-2%,4,0%,9
O=C(NC1CC1)c1ccc(C2SCC(=O)N2Cc2ccccc2)cc1 (stereo not given),?,0%,1%,-1%,16%,39,0%,5,4%,11
O=C(CN1CCN(C(=O)CNC(=O)c2ccc3c(c2)OCO3)CC1)Nc1ccc(F)cc1,3,-6%,6%,·,-2%,31,-4%,·,·,8
COc1ccc([N+](=O)[O-])cc1N(CC(=O)NCCSc1ccc(C)cc1)S(C)(=O)=O,8,-2%,4%,-3%,1%,2,-2%,0,3%,-5
CC1(C)CC(=O)c2cc(OCC(=O)NCCN3CCCc4ccccc43)ccc2O1,9,-1%,-1%,6%,11%,3,-3%,0,0%,7
CN(CC(=O)Nc1ccc(F)c(F)c1F)C(=O)C1CC(=O)N(c2ccc3c(c2)OCCO3)C1 (stereo not given),0,-15%,0%,·,0%,15,3%,·,·,-4
O=C1CN(C(=O)COC(=O)CCC(=O)c2ccc(F)cc2)c2ccccc2N1,2,0%,2%,·,-4%,3,1%,·,·,·
CC(=O)c1nn(-c2ccc(C(F)(F)F)cc2)c(=O)[nH]c1=O,-2,?,?,9%,3%,-8,0%,2,·,-11
CCC1=Nc2cc(C(=O)NCC3CCCO3)ccc2Sc2ccc(Cl)cc21 (stereo not given),7,?,-4%,-4%,-7%,2,1%,-4,-1%,-10
COc1ccccc1/C=C/CN1CCCC(CO)(CCc2ccccc2)C1 (stereo not given),-2,-9%,1%,11%,1%,-26,-1%,0,2%,9
CCCC(=O)N1CCN(C2=NS(=O)(=O)c3ccccc32)CC1,6,-2%,5%,-4%,-3%,4,-7%,6,5%,3
CC1(C)Cc2ccccc2C(NN=C2CCCC2)=N1,-15,0%,-1%,-1%,-8%,-13,-5%,4,2%,22
O=C(NNC(=O)c1c(O)c2ccccc2[nH]c1=O)c1ccccc1Br,-4,?,-7%,-6%,3%,-8,-2%,-3,16%,5
O=C(NCc1ccncc1)C1CCC(=O)N(CCc2ccc(Cl)cc2)C1 (stereo not given),-11,1%,-7%,0%,3%,8,-20%,1,4%,22
COc1ccc(C(c2sc3nc(C)nn3c2O)N2CCc3ccccc3C2)cc1 (stereo not given),-10,1%,4%,0%,6%,-4,-19%,0,0%,9
CCOC(=O)c1ccc(NC(=O)CN(c2ccc(C)cc2)S(=O)(=O)c2c(C)nn(C)c2C)cc1,9,-18%,3%,4%,-11%,-6,2%,-20,-1%,-1
COc1cccc(C(C(=O)NC(C)(C)C)N(C(=O)CCC(=O)Nc2cc(C)on2)C2CC2)c1OC (stereo not given),9,0%,0%,11%,4%,-20,-7%,2,-4%,-3
Cn1c(=N)n(CC(O)c2cccc3ccccc23)c2ccccc21 (stereo not given),?,?,10%,6%,-2%,11,3%,-15,3%,2
NNc1nc2ccccc2nc1C(F)(F)F,-5,9%,0%,6%,-19%,-5,-6%,-1,-1%,3
O=C1c2ccccc2NC(c2ccc(-c3ccc(F)cc3)o2)N1O (stereo not given),-20,?,7%,·,14%,·,-2%,·,·,3
C=CCN(C(=O)c1csnn1)C(C(=O)NC1CCCC1)c1ccc(F)cc1 (stereo not given),14,4%,0%,46%,2%,-21,1%,7,8%,5
CC1CC(C)(C)NC(=S)N1CC(=O)NCc1ccc(F)cc1 (stereo not given),2,1%,-2%,-6%,·,-4,0%,0,4%,-2
CC(=O)Nc1ccc2nc(NC(=O)c3cccs3)sc2c1,-12,?,-2%,0%,8%,-12,2%,1,1%,-2
O=C(NC(=S)NC1CCSC1=O)c1ccc([N+](=O)[O-])cc1 (stereo not given),·,1%,28%,47%[activator],·,·,1%,·,-8%,7
O=C(COc1ccc([N+](=O)[O-])cc1)Nc1ccc2c(c1)OCO2,20,-19%,4%,-1%,-4%,8,?,0,0%,10
CCN1C(=O)[C@H]2[C@@H](c3ccc(-c4ccc(OC)cc4)cc3)N[C@@](CC(C)C)(C(=O)OC)[C@H]2C1=O,-10,9%,27%,·,-9%,-9,8%,·,·,-18
O=C(N/N=C/c1ccc(Cl)cc1)C1CC12CCC2 (stereo not given),4,?,-4%,-6%,1%,-7,1%,0,0%,12
CC(=O)Nc1ccc(S(=O)(=O)Nc2cc(C)ccn2)cc1,-19,?,0%,3%,-4%,-1,1%,1,-2%,-3
CN(C)CCNC(=O)CCn1nc(-c2ccc(Cl)cc2)ccc1=O,-28,-1%,0%,17%,3%,23,-4%,4,-3%,18
COc1cccc(N(CC(=O)Nc2ccc3c(c2)OCO3)S(=O)(=O)c2ccccc2)c1,-11,-14%,4%,12%,·,-1,6%,-3,-1%,-7
CC1(NC(=O)CCc2nc3ccccc3c(=O)[nH]2)CCS(=O)(=O)C1 (stereo not given),9,0%,7%,-2%,6%,-11,-12%,2,5%,1
COc1ccc2[nH]cc(C(=O)N3CCCCC3)c(=O)c2c1,14,3%,-3%,-8%,·,-13,-1%,-1,1%,1
Cc1csc(Sc2ccc(C(=O)OCC(=O)Nc3ccc(F)cc3[N+](=O)[O-])cc2[N+](=O)[O-])n1,-3,-11%,2%,3%,2%[46.1 µM],5,0%,-2,0%,-14
CN(C1=NC(=O)C(CC(=O)O)S1)c1ccc(O)cc1 (stereo not given),-16,4%,2%,1%,-1%,-1,-2%,-1,10%,-7
CCCn1c(C(C)Nc2nc(-c3cc(Cl)c(N)c(Cl)c3)cs2)nc2cc(Cl)c(N3CCCCC3)cc21 (stereo not given),-12,?,8%,-3%,-8%,-1,1%,1,·,-8
O=C(O)c1ccc(Cl)c(S(=O)(=O)Nc2ccc3[nH]c(=O)[nH]c3c2)c1,31[activator],15%,10%,4%,9%,·,-14%,-28,·,-1
CC12C(=O)N(NC(=O)c3ccncc3)C(=O)C1C1C=CC2C1 (stereo not given),-6,-7%,2%,6%,-1%[46.1 µM],-13,-8%,5,0%,4
O=C(NCc1cccnc1)/C(=C\c1ccc(-c2ccc(Cl)c(Cl)c2)o1)S(=O)(=O)c1ccccc1,-25,?,18%,23%,-3%[46.1 µM],3,-3%,-4,-2%,?
CCOC(=O)c1nc2c(ccc3ccccc32)cc1C,-11,?,28%,0%,3%,-2,-1%,0,-1%,5
Cc1ccc(NC(=O)Cn2c(O)c(N=NC(=O)c3cc4ccccc4cc3O)c3ccccc32)cc1,-11,-4%,2%,7%,3%[46.1 µM],-20,8%,0,1%,-2
c1ccc(-c2cc3c(NCC4COc5ccccc5O4)ncnc3s2)cc1 (stereo not given),-6,?,10%,24%,-4%[46.1 µM],1,1%,-3,-2%,?
Cc1cccc(C)c1NC(=O)CN(C)CC(=O)c1c(N)n(Cc2ccccc2)c(=O)n(C)c1=O,-2,6%,9%,·,2%,0,-1%,·,·,15

# Two entries from above, as tab-separated lines.
Structure	Giardia kill	BCR signal inh	A-T KAP1 phos	MLL CXXC-DNA inh	TCR act	KCNH2 WT inh	Tb PFK inh	FBPA coupling cs	GALK inhibitor	TSHR antagonist
CC1(NC(=O)CCc2nc3ccccc3c(=O)[nH]2)CCS(=O)(=O)C1 (stereo not given)	9	0%	7%	-2%	6%	-11	-12%	2	5%	1
COc1ccc2[nH]cc(C(=O)N3CCCCC3)c(=O)c2c1	14	3%	-3%	-8%	·	-13	-1%	-1	1%	1

# High-throughput results deposited in PubChem BioAssay by National Center for Advancing Translational Sciences (NCATS).
